KCNQ1 block – human KCNQ1 channel inhibition. P51787. CHO-K1 KCNQ1, FluxOR thallium flux fluorescence; hits give high values. B-score at 10 µM. 310,000 compounds, 1.3% hits. AID 2642;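 active means compounds whose thallium flux B-score, printed positive for inhibition, exceeds three library SD while starting fluorescence stays within three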;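 further: channel opened by potassium depolarization with thallium stimulus after 20 min compound exposure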
GSK3beta inhib – blocks human GSK3beta kinase activity | activity score (negative = inhibition), % at 10 µM | 300,000 compounds, 0.038% hits | GST-GSK3beta kinase, ADP-Glo luminescence, 60 min; hits give low values | AID 2097;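 active means more than half of replicate wells score below -50%, meaning over 50% inhibition versus plate controls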;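 further: 0% = median DMSO wells and -100% = median GW8510 positive control wells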
Target sequence (P49841 whole entry, looked up): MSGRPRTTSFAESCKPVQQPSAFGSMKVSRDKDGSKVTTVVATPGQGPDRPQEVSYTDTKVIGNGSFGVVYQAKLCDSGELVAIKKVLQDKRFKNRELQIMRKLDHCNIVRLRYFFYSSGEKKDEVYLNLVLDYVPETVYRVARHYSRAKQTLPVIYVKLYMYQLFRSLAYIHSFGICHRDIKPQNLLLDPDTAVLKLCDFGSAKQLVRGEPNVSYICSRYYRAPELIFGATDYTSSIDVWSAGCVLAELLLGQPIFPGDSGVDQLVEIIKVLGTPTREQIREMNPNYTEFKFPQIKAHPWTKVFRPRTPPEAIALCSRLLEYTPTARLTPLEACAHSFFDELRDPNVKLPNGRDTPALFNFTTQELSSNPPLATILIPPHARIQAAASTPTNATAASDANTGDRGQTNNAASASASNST
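Assay system: GST-tagged human GSK3beta kinase, cell-free; Input: 1.6 ng GSK3beta; Medium: Tris/MgCl2 kinase buffer; Timing: 60 min enzyme reaction, room temperature; Signal: ADP-Glo luminescence quantifying ADP generated by kinase; Evaluation: score relative to plate controls; Benchmarks: DMSO neutral wells and GW8510 at 20 µM as positive.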
GSK3A inh – blocks human GSK-3 alpha kinase | 320,000 compounds, 0.1% hits | AID 2650 | P49840 | inhibition, % at 10 µM | ADP-Glo luminescence, 60 min;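 in the data active means inhibition above about 50%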;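 further: GST-tagged GSK-3 alpha with peptide substrate and 25 µM ATP; 0% = DMSO neutral wells and 100% = GW8510 positive control wells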
RGS4 block – human RGS4 inhibition; P49798; HEK293 M3R/RGS4 inducible, Fluo-4 calcium flux; hits give high values; triggered by carbachol at its EC20; B-score at 10 µM; 310,000 compounds, 0.45% hits; AID 463165;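 active means B-score, a plate-corrected calcium signal, over three deviations above library mean, with baseline fluorescence within five deviations of library mean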;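 further: RGS4 expression induced by doxycycline in cells with stable M3 receptor; B-score is computed from the integrated fluorescence ratio over baseline after carbachol; higher B-score means a larger calcium signal and so more RGS4 inhibition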
Target sequence (P49798 whole entry, looked up): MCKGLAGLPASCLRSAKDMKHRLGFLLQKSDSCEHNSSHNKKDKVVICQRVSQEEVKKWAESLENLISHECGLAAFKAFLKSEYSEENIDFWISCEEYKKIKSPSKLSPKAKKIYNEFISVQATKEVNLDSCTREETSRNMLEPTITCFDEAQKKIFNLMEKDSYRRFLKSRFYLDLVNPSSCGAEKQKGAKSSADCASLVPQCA
hERG rescue – hERG (human) protection from proarrhythmic block | AID 1511 | Q12809 | activation (rescue from dofetilide block), less the hit threshold, % at 10 µM | 310,000 compounds, 0.51% hits | CHO-hERG, FluxOR thallium flux, dofetilide IC70 present;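 active means activation above the mean of controls blocked by dofetilide plus 5 SD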;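 further: thallium influx through hERG after potassium depolarization seen as dye fluorescence rise; in these data hits start at about 4.7%; inactives centre near -7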
RGS4 pot – RGS4 potentiation or activation; HEK293 M3R/inducible RGS4, carbachol calcium flux Fluo4; hits give low values; 310,000 compounds, 0.92% hits; B-score at 10 µM;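 active means B-score of the integrated calcium signal more than 4 SD below the library mean, with starting fluorescence not abnormally high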;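 further: negative B-score means reduced calcium response which marks RGS4 activation or potentiation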
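System: HEK293 FlpIn-TREx cells, stable M3R, doxycycline-inducible RGS4. Timing: overnight RGS4 induction, 30 min dye load 37 °C, 20 min compound RT. Also added: carbachol, ECmax concentration. Measured by: Fluo4 fluorescence kinetic imaging of calcium. Evaluation: integrated calcium ratio converted to B score.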
PolyA inhibitor – blocks polyadenylation in yeast reporter cells | S. cerevisiae SKY197-pL101 polyadenylation reporter, beta-gal luminescence; efflux-impaired pdr1/pdr3 knockout yeast; score 100 = 6 SD above DMSO | calls only at 12 µM | 300,000 compounds, 0.02% hits | AID 1875;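 active means lowest replicate activity score at least 50, where 100 means six control SD above control mean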;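 further: yeast exposed to compound for 9 h at 30 °C; higher score means more reporter readthrough which indicates perturbed polyadenylation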
KCNK3 block – human KCNK3 channel inhibition, primary screen; B-score at 10 µM; CHO-KCNK3 thallium flux, FluxOR fluorescence; hits give low values; AID 602410; O14649; 340,000 compounds, 0.84% hits;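 active means B-score under library mean minus 4 SD, starting fluorescence ratio at most library mean plus 5 SD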;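 further: more negative B-score means stronger inhibition of thallium flux through KCNK3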
Target sequence (O14649 whole entry, looked up): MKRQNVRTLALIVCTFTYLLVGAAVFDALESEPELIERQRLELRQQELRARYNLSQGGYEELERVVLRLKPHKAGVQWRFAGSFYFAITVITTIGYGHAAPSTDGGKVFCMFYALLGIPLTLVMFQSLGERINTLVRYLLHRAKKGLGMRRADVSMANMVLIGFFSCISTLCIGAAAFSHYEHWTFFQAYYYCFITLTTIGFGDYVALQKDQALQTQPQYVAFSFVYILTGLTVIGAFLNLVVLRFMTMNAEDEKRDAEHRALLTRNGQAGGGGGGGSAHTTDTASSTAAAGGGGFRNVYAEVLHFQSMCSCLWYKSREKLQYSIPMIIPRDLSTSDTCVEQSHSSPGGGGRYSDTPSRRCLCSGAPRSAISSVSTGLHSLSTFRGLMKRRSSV
KCNK9 inh – blocks the human KCNK9 two-pore domain potassium channel; B-score at 10 µM; Q9NPC2; 310,000 compounds, 1.2% hits; HEK293 KCNK9, FluxOR thallium flux fluorescence; hits give low values;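 active means ratio B-score over 3 SD below the library mean, with starting fluorescence within 5 SD of its mean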;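 further: negative B-score means less thallium flux so channel inhibition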
KCNQ1 act – potentiates or activates the human KCNQ1 potassium channel | P51787 | CHO-K1 KCNQ1, thallium flux FluxOR fluorescence; hits give high values | B-score at 10 µM | 310,000 compounds, 0.35% hits | AID 2648;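 active means fluorescence ratio B-score, a plate-corrected score, at least three library SD, with initial intensity B-score within 5 SD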
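Assay system: stable KCNQ1 CHO-K1 line; medium: assay buffer, equal DMSO in all wells; timing: 90 min dye loading and 20 min compound exposure, both at room temperature; technique: kinetic FluxOR thallium fluorescence, 10-s 1-Hz baseline, 110-s post-stimulus read; read-out basis: B score of baseline-normalized fluorescence ratio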
Dyrk1A ADPGlo – Dyrk1A (rat) kinase inhibition | ADP-Glo luminescence, NFATc1 peptide | inhibition, % at 12.5 µM | 310,000 compounds, 0.43% hits; in the data active means inhibition above about 50%;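 further: plate controls were vehicle with enzyme for no effect and no enzyme for full effect; many of its hits are not listed in these tables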
Starred values were filed as active, the others as inactive; i = inactive; . = no result given; & = joins results of further samples. These rows are one share of the data; the hit share may differ from the screen's.

SMILES | KCNQ1 block | GSK3beta inhib | GSK3A inh | RGS4 block | hERG rescue | RGS4 pot | PolyA inhibitor | KCNK3 block | KCNK9 inh | KCNQ1 act | Dyrk1A ADPGlo
C=CCN(C(=O)Nc1ccccc1)C1CC(=O)N(c2ccc(OC)cc2)C1=O (configuration not stated) | i | -1 | -1 | i | -9 | i | i | i | i | i | -1
Cc1nc2nc(CSc3ccc(Cl)cc3)cc(=O)n2[nH]1 | i | 0 | -1 | i | -2 | i | i | i | i | i | -1
O=C(Nc1cccnc1)c1cc(-c2ccco2)on1 | i | 0 | -1 | i | -11 | i | i | i | i | i | -5
O=C(N/N=C/c1ccc2cccnc2c1)c1ccco1 | i | 0 | -2 | i | -10 | i | i | i | i | i | 14
OC(COCc1ccc(Cl)cc1)CN1CCN(c2ccccn2)CC1 (configuration not stated) | i | -2 | -1 | i | -2 | i | i | i | i | i | -4
O=C(CCc1nc(-c2ccc(Cl)cc2)no1)NC1CCCCC1 | i | -1 | 1 | i | -10 | i | i | i | i | i | -4
O=C(NCC1CCCO1)C1CC(=O)N(c2cccc(Cl)c2)C1 (configuration not stated) | i | 0 | -1 | i | -6 | i | i | i | i | i | -5
COc1ccc(CCNC(=O)C(NS(=O)(=O)c2ccc3c(c2)CCN3C(C)=O)C(C)C)cc1OC (configuration not stated) | i | 4 | -1 | i | 0 | i | . | . | i | i | .
O=C1/C(=C/c2cccnc2)Oc2cc(OS(=O)(=O)c3ccccc3)ccc21 | i | -1 | 0 | i | -17 | i | i | i | i | i | 2
O=c1nc(/C=C/c2ccc(O)c(O)c2)oc2ccccc12 | i | 0 | . | i | -21 | i | i | i | i | i | 11

Brought forward from above: 2 compounds, then new ones.
SMILES | KCNQ1 block | GSK3beta inhib | GSK3A inh | RGS4 block | hERG rescue | RGS4 pot | PolyA inhibitor | KCNK3 block | KCNK9 inh | KCNQ1 act | Dyrk1A ADPGlo
O=C1/C(=C/c2cccnc2)Oc2cc(OS(=O)(=O)c3ccccc3)ccc21 | i | -1 | 0 | i | -17 | i | i | i | i | i | 2
O=c1nc(/C=C/c2ccc(O)c(O)c2)oc2ccccc12 | i | 0 | . | i | -21 | i | i | i | i | i | 11
COc1cc2nc(NCC3CCCO3)n3nc(-c4cccnc4)nc3c2cc1OC (configuration not stated) | i | . | -4 | i | -22 | i | i | i | i | i | 0
CC(C)COP(=O)(OCC(C)C)C(Nc1ccccc1)c1ccc2c(c1)OCO2 (configuration not stated) | i | 6 | -2 | i | -3 | i | i | i | i | i | -5
CC(C)C[C@@]12C(=O)N(c3cccc(Cl)c3)C(=O)N1[C@H](c1ccc(Cl)cc1)[C@@H]1C(=O)N(C3CCCCC3)C(=O)[C@@H]12 | i | -2 | . | i | -2 | i | i | i | i | i | -3
Cc1cc(C(=O)OCC(=O)c2ccc(Cl)c([N+](=O)[O-])c2)c2cccc(C)c2n1 | i | 1 | 0 | i | 0 | i | i | i | i | i | -1
COC(=O)c1ccc(S(=O)(=O)NCc2ccccn2)n1C | i | -1 | 1 | i | -3 | i | i | i | i | i | .
COc1ccc(NC(=O)CSc2ncc(-c3ccc(F)cc3)n2Cc2ccco2)cc1 | i | 1 | -2 | i | -3 | i | i | i | i | i | 6
CN(c1ccccc1)S(=O)(=O)c1ccc2ccccc2c1 | i | 9 | -2 | i | -1 | i | i | i | i | i | .
Cc1cc(Cl)ccc1OCC(=O)NNC(=O)c1cccs1 | i | -1 | 3 | i | -5 | i | i | i | i | i | .
CNc1nc(-c2ccccc2)cc(C)c1S(C)(=O)=O | i | 0 | -1 | i | -10 | i | i | i | i | i | 4
O=C(Nc1nnc(SCc2ccccn2)s1)C1CC(=O)N(c2ccccc2)C1 (configuration not stated) | i | 3 | . | i | -3 | i | i | i | i | i | .
COC(=O)CCCC1=CC2=CC(=O)C(C)(OC(=O)c3cccs3)C(=O)C2=CN1c1ccc(OC)cc1 (configuration not stated) | i | 2 | 0 | i | -8 | i | i | i | i | i | 4
CCCN(C(=O)c1ccc(OCC(C)C)cc1)c1c(N)n(Cc2ccccc2)c(=O)[nH]c1=O | i | -4 | -1 | i | -7 | i | i | i | i | i | -4
CCN(CC)CCOC(=O)c1ccc(NC(=O)C2(c3ccccc3)CCCC2)cc1 | i | -6 | 1 | i | -6 | -7.4* | i | i | i | i | 9
COc1cc(OC)cc(C(=O)N[C@H](C(=O)OCC(N)=O)C(C)C)c1 | i | 2 | 0 | i | -2 | i | i | i | i | i | 0
COc1ccc(C(=O)Nc2cccc3c2C(=O)NC3=O)cc1S(=O)(=O)N1CCOCC1 | i | 1 | 0 | i | -15 | i | i | i | i | i | -16
O=C(C1CCCO1)N(c1ccc(F)cc1)C1C=CS(=O)(=O)C1 (configuration not stated) | i | -1 | -3 | i | -2 | i | i | i | i | i | .
CCN(CC)CCN1C(=O)Cn2c(C)c(C)c3cccc1c32 | i | 0&3 | 0&-5 | i | 0&-13 | i | i | i | i | i | 2&-2
Cc1ccc(C)c(OCC(=O)NCC(c2ccco2)N2CCCCC2)c1 (configuration not stated) | i | 2 | -1 | i | -13 | i | i | i | i | i | -3
CCn1c(SCC(=O)NCc2cccs2)nc2c1c(=O)n(C)c(=O)n2C | i | 1 | -2 | i | 0 | i | i | i | i | i | 4
CSc1cccc(NC(=O)CSc2nc3ccccc3o2)c1 | i | 2 | -2 | i | 4 | i | i | i | i | i | 3
COc1cccc(CNC(=O)c2cccc(NC3=NC4CS(=O)(=O)CC4S3)c2)c1 (configuration not stated) | i | 2 | 5 | i | -3 | i | i | i | i | i | 1
N=C1C(c2ccccc2)=C(O)CN1CCCO | i | 2 | . | i | 0 | i | i | i | i | i | 3
COc1cc(NC(=O)c2sc3nc(C)nc(N4CCOCC4)c3c2C)cc(OC)c1OC | i | -1 | 2 | i | -15 | i | i | i | i | i | -7
CCOc1ccc(C2=Nn3c(nnc3-c3ccccn3)SC2)cc1 | i | 1 | -1 | i | -17 | i | i | i | i | i | -1
O=C(C1COc2ccccc2O1)N1CCOCC1 (configuration not stated) | i | 1 | 0 | i | -7 | i | i | i | i | i | -1
CC(C)CNC(=S)NNC(=O)c1nn(C)cc1Cl | i | 0 | -9 | i | -5 | i | i | i | i | i | 0
O=C(NCc1ccccc1)C(c1c(F)cccc1Cl)N(C(=O)c1csnn1)C1CC1 (configuration not stated) | i | . | 1 | i | -9 | i | i | i | i | i | -4
COc1ccc(N2CCN(C3CCCN(C(=O)C4=C(C)OCCO4)C3)CC2)cc1 (configuration not stated) | i | 3 | . | i | -9 | i | i | i | i | i | 1
Cc1sc2ncn(CC(=O)Nc3cccc(S(N)(=O)=O)c3)c(=O)c2c1-c1ccccc1 | i | 3 | -1 | i | -11 | i | i | i | i | i | -6
CC(=O)c1ccc(NC(=O)c2ccc3nc(-c4ccco4)c(-c4ccco4)nc3c2)cc1 | i | -3 | 0 | i | -7 | i | i | -11* | i | i | -3
CCn1cc(C(=O)OCc2ccc(F)cc2)c(=O)c2ccc(C)nc21 | i | -7 | 6 | i | 1 | i | i | i | i | i | 5
COCCNC(=O)Cn1nc(-c2ccccc2OC)ccc1=O | i | 1 | -2 | i | -4 | i | i | i | i | i | 6
COc1ccc(S(=O)(=O)Nc2ccc(-n3cccc3)cc2)cc1 | i | -1 | -1 | i | -11 | i | i | i | i | i | -1
Cc1ccc(-n2nc(C(=O)c3ccccc3)n3c(=O)c(Cc4ccccc4)nnc23)cc1 | i | 0 | 1 | i | -17 | i | i | i | i | i | -2
Cc1occc1-c1nnc(SCC(=O)Nc2nc3ccccc3s2)o1 | i | 3 | . | i | -4 | i | i | i | i | i | -18
COc1ccc(/C=C/C(=O)N2CCN(c3ccccn3)CC2)c(OC)c1OC | i | 2 | -2 | i | -13 | i | i | i | i | i | -3
Cc1[nH]nc2c1C1(CCN(Cc3ccccc3)CC1)C(C#N)=C(N)O2 | i | -4 | 13 | i | -4 | i | i | i | i | i | .
O=C(CO/N=C/c1ccccc1Cl)N1CCCc2ccccc21 | i | 3 | -4 | i | -12 | i | i | i | i | i | 7
Cc1cc(C)nc(SCc2ccc(C(=O)N/N=C3\CC(C)CC(C)(C)C3)cc2)n1 (configuration not stated) | i | -1 | -3 | i | -13 | i | i | i | i | i | -4
CCCn1c(-c2ccccc2)nc2c(=O)n(C)c(=O)[nH]c21 | i | 0 | 0 | i | -6 | i | i | i | i | i | -6
COc1c(Cl)cc(Cl)cc1C(=O)Nc1ccc(CN2CCCCC2)cc1 | i | -1 | 1 | i | -12 | i | i | i | i | i | -3
O=C(O)c1ccccc1C(=O)N(c1ccccc1)c1ccccc1 | i | 2 | -1 | i | -3 | i | i | i | i | i | 9
CCC(C)n1c(SC(C)C#N)nc2ccccc2c1=O (configuration not stated) | i | 0 | -2 | i | 5.0* | i | i | i | i | i | 0
COc1ccc(C)cc1NC(=O)CCNS(=O)(=O)c1cccc2nonc12 | i | -3 | -3 | i | -5 | i | i | i | i | i | -5
O=C(CSc1nnnn1-c1cccc2c1CCCC2)NC1CCCC1 | i | -3 | 4 | i | -2 | i | i | i | i | i | 3
CC(/C=C/c1ccc2c(c1)OCO2)=N/NC(=O)CNc1ccc(C)cc1 | i | -4 | 1 | i | -2 | i | i | i | i | i | 7
CCOC(=O)Cc1csc(N/N=C/c2ccccc2)n1 | i | 2 | -1 | i | -3 | i | i | i | i | i | 10
O=C(NC1CCCc2ccccc21)C1CCN(c2nnc(-n3cccc3)s2)CC1 (configuration not stated) | i | -2 | -2 | i | -14 | i | i | i | i | i | -2
O=C(O)CCC(C(=O)O)n1c(O)c(C2=c3ccccc3=NC2=O)sc1=S (configuration not stated) | i | 0 | 1 | i | -6 | i | i | i | i | i | -1
CC1Cc2nc(SCC(=O)NCC3CCCO3)n(-c3ccc(F)cc3)c(=O)c2S1 (configuration not stated) | i | -4 | -1 | i | -4 | i | i | i | i | i | -2
CCCOc1ccccc1C(=O)NC(CO)C(=O)O (configuration not stated) | i | 4 | -2 | i | -21 | i | i | i | i | i | 6

Screening data from PubChem BioAssay.
